SDO1 yeast rescue – growth rescue of sdo1-depleted yeast, primary screen, S. cerevisiae, bone marrow failure model; S. cerevisiae sdo1-depleted JHY4D growth rescue, OD600 30 h; active compounds read high; pdr5 snq2 efflux-pump mutant strain; z-score at 10 µM; 140,000 compounds, 0.21% hits;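 active = z-score above 3 at both the 24 hr and the 30 hr optical density reads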;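 also: z-score against mean and SD of all compound wells on the same plate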
Insulin prom inh – inhibitors of insulin promoter-driven GFP, primary screen, imaging, TRM-6 cells (human fetal islet line), eGFP reporter, cell count | inhibition, % at 2 µM | 130,000 compounds, 0.9% hits | AID 1273, 2008 | reporter expression induced with tamoxifen;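 active = inhibition above the mean plus 3 SD, with well images judged a real hit on visual review, cut at about 60% in these data, passing the limit was not always enough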
SDO1 yeast rescue Rescue 24 h – also measured in SDO1 yeast rescue; calls as there; z-score; S. cerevisiae sdo1-depleted JHY4D growth rescue, OD600; measured here: growth rescue at 24 h;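 0 is the plate mean of compound wells and units are plate SD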
Active calls of the source: *; x = no result given; [ ] = dose if it differs, or a comment.

SMILES	SDO1 yeast rescue	SDO1 yeast rescue Rescue 24 h	Insulin prom inh
CC1=C(C)CC2(SC1)C(=O)N(c1ccccc1)N=C2N (configuration not stated)	x	x	7.1
COc1ccc(OCC(=O)Nc2cccc3ncccc23)cc1	1.8	2.14	7.5
Cc1nnc(NC(=O)Cn2c(=O)sc3ccccc32)s1	-0.25	-0.97	x
O=C(C1CC1)N1CCN=C1SCc1ccc(F)cc1	0.97	0.68	x
Cc1ccc2c(Cl)cc(Cl)c(OCC(=O)N(C(C)C)C(C)C)c2n1	x	x	-21.4
CCOc1cc(N2CCOCC2)c(OCC)cc1NC(=O)COC(=O)c1cccc2ccccc12	-0.47	-0.01	x
CCOC(=O)c1sc(NC(=O)CSc2nnc(C)s2)c(C(=O)OCC)c1C	-0.45	-0.09	-72.7
CCOC(=O)N1CCC(NC(=O)CCc2nc(-c3ccccc3F)no2)CC1	-0.68	-0.79	-183.7
O=C(NCC1CCCO1)C1CCC(N2C(=O)c3ccccc3C2=O)CC1 (configuration not stated)	-0.14	-0.2	x
CCC(=O)Nc1ccc2oc(-c3cccc(C)c3)nc2c1	-0.24	-0.42	-38.7
CCCn1c(SCC(=O)NC(=O)Nc2ccc(C)cc2C)n[nH]c1=O	1.11	0.93	9.1
CSc1cccc(NC(=O)C(C)NS(=O)(=O)c2ccc(F)cc2)c1 (configuration not stated)	0.03	0.45	-20.7
COc1ccc(OC)c(C2=NOC(C(=O)N3CCN(c4ccccc4)CC3)C2)c1 (configuration not stated)	0.02	-0.16	x
CC1=C/C(=C/N(C)c2ccccc2)C(=O)S1	0.98	1.34	-17.3
COc1ccc(S(=O)(=O)Cc2ccc(C(=O)N3CCN(c4cccc(C)c4)C(C)C3)o2)cc1 (configuration not stated)	-1.34	-1.32	x
NC(CSC12CC3CC(CC(C3)C1)C2)C(=O)O (configuration not stated)	1.32	2.05	-6.2
CCOC(=O)C1CCCN(C(=O)c2cn(CC(C)C)c(=O)c3cc(OC)c(OC)cc23)C1 (configuration not stated)	0.39	0.39	-7.9
CCOC(=O)Cc1c(C)nc2c(-c3ccccc3OC)c(C)nn2c1C	0.13	0.27	13.9
NCC(O)CN(c1ccccc1)c1ccccc1 (configuration not stated)	x	x	-7.7
Cc1cccc(NC(=S)/N=C(\N)Nc2nc(C)c3ccc(C)cc3n2)c1	-1.36	-0.23	-3.9
Cc1ccc(C2=C/C(=C\c3cccnc3)C(=O)O2)cc1	-0.58	-0.39	9.7
CCCCNC(=S)N(C)/N=C/c1c(F)cccc1F	-1.25	-0.07	-37.2
Cc1cc(C(=O)OCC(=O)N2CC(C)OC(C)C2)ccc1[N+](=O)[O-] (configuration not stated)	x	x	41.7
CC(NC(=O)/C=C/c1ccco1)c1nc2ccccc2n1Cc1c(Cl)cccc1Cl (configuration not stated)	-0.94	-1.39	x
CCOC(=O)CNC(=O)CSc1nnc(-c2ccccc2)n1Cc1ccco1	-0.39	-1.15	6.1
c1ccc2c(Cn3nnc4ccccc43)cccc2c1	-2.23	-1.38	27.6
CC(=O)Nc1cc(S(=O)(=O)Nc2cccc(C)c2)c(C)cc1C	-0.29	-0.38	-7.1
O=C(Nc1ccc(Cc2ccc(NC(=O)C3CC3)cc2)cc1)C1CC1	x	x	-109.1
CSc1n[nH]c(/N=C/c2oc(O)c3ccccc23)n1	x	x	-16.7
CCCCn1c(C)cc(/C=C(\C#N)C(=O)O)c1C	0.68	0.22	60.7
CC(C)COc1cccc(C(=O)NC(=S)Nc2cccc(NC(=O)c3ccccc3Cl)c2)c1	-0.33	0.55	0.0
O=C(c1cc(S(=O)(=O)N2CCOCC2)c(Cl)cc1Cl)N1CCCCC1	0.33	-1.53	x
CC1CC1c1ccc(/C=C(\C#N)C(=O)Nc2ccccc2Cl)o1 (configuration not stated)	-0.08	0.42	x
O=C(NCCF)[C@H]1C[C@@H]1[C@H](NP(=O)(c1ccccc1)c1ccccc1)c1ccccc1	0.72	0.68	-15.0
Cc1cccc(C(C)Nc2ccc([N+](=O)[O-])cn2)c1 (configuration not stated)	-1.51	-1.12	44.0
N#C/C(=C(/O)CCl)c1nc2ccccc2[nH]1	x	x	-44.4
CCN(CC)CCCN1C(=O)C(O)=C(C(=O)c2ccco2)C1c1ccc(OC(C)C)cc1 (configuration not stated)	-0.07	-0.6	-86.7
CCC(=O)N1CCN(c2ccc(NC(=S)NC(=O)c3cccc([N+](=O)[O-])c3)cc2)CC1	-0.33	-0.4	x
Cc1ccc(NC(=S)NCCc2ccc(S(N)(=O)=O)cc2)cc1C	0.3	-0.4	x
Cc1cccc(C)c1NC(=O)CSc1nnc(-c2cccnc2)o1	x	x	-33.3
O=C(CCNS(=O)(=O)c1ccc(Cl)cc1)NCc1cccnc1	-0.64	-0.9	x
O=C(O)c1cnc(-c2ccccc2)nc1C(F)(F)F	x	x	-50.0
CCOC(=O)N1CCN(C(=O)CCSc2ccc(C)cc2)CC1	0.39	0.57	28.2
Cc1ccc(C(=O)NCc2ccccn2)o1	1.06	0.15	20.0
CCOC(=O)C1CCN(CC(O)COc2ccc(C(C)(C)C)cc2)CC1 (configuration not stated)	-2	-1.55	x
CC(C)C(=O)N1CCN(c2cc(N3CCN(C)CC3)c(F)cc2[N+](=O)[O-])CC1	x	x	-7.1
CCOc1ccc(NC(=O)Nc2cccs2)cc1	1.54	1.42	x
Cc1ccc(NCc2ccccc2O)cc1	-0.83	-0.52	-75.0
O=c1cc(-c2ccccc2)[nH]c2cc(Cl)ccc12	-0.12	-0.99	-257.1
COc1ccc(Nc2nc(C(C)(C)C)nc3c2nnn3Cc2ccccc2Cl)cc1OC	x	x	-196.6
Cc1ccc2cccc(NC(=O)c3ccc(Br)o3)c2n1	-1.03	-1.13	39.4
Cc1ccc(-c2nnn(CC(=O)N(Cc3cccs3)C(C(=O)NC3CCCCC3)c3ccco3)n2)o1 (configuration not stated)	-0.48	0.83	-65.7
CC1CCCN(CCOc2ccc(Br)cc2)C1 (configuration not stated)	-0.15	-1.17	4.6
COc1ccc(OC)c(NC(=O)COC(=O)CN(C)S(=O)(=O)c2ccc(C)cc2)c1	-0.4	-0.37	23.3
N#Cc1ccccc1Cn1c(=O)n(CCCC(=O)NCc2ccc3c(c2)OCO3)c(=O)c2ccccc21	-1.04	-0.28	0.0
O=C(Nc1ccc2c(c1)OCO2)c1cnn2c1NC(c1ccco1)CC2C(F)(F)F (configuration not stated)	-1.2	0.14	-54.5
S=C(NC1CCCC1)N1CCOCC1	x	x	42.9
COc1cc(S(=O)(=O)N2CCOCC2)ccc1NC(=O)COC(=O)c1ccccn1	-0.31	-1.25	-35.7
COc1cccc(/C=N/Nc2ncnc(Cl)c2N)c1O	-0.73	-0.29	25.9
CCOCCCN1C(=O)C(O)=C(C(C)=O)C1c1cccs1 (configuration not stated)	0.55	-0.16	-75.0

Molecules shown so far that contain a CF3 group, in the order listed:
SMILES	SDO1 yeast rescue	SDO1 yeast rescue Rescue 24 h	Insulin prom inh
O=C(O)c1cnc(-c2ccccc2)nc1C(F)(F)F	x	x	-50.0
O=C(Nc1ccc2c(c1)OCO2)c1cnn2c1NC(c1ccco1)CC2C(F)(F)F (configuration not stated)	-1.2	0.14	-54.5

New compounds follow.
SMILES	SDO1 yeast rescue	SDO1 yeast rescue Rescue 24 h	Insulin prom inh
O=C1CC(c2ccccc2)CC(O)=C1C=NCc1ccc(Cl)c(Cl)c1 (configuration not stated)	-0.64	0.36	x
CC(=O)Nc1cccc(-c2nnc(SCC(=O)n3c4c(c5ccccc53)CCCC4)n2C)c1	0.45	4.14	26.8
COC(=O)c1c(-c2cccc(C)c2)csc1N	-1.15	-0.67	-233.3
CCOC(=O)N1CCN(c2cc(=O)n(-c3ccccc3Cl)c(=O)[nH]2)CC1	0.11	-0.16	x
O=C(OC(C(=O)NCC1CCCO1)c1ccccn1)c1cccs1 (configuration not stated)	-0.26	-0.9	-27.0
COC(=O)CCN(C(=O)c1ccc(OC(C)=O)cc1)c1ccccn1	0.17	2.06	-75.7
CCCC1c2ccc(C)n2CCN1C(=O)Nc1ccc(F)cc1 (configuration not stated)	-0.86	-1.21	27.3
CCn1c(CC(=O)Nc2cccc(OC)c2)nnc1SCC(=O)N1CCN(c2ccccc2)CC1	0.24	0.23	6.2
Clc1ccc(CSc2nncn2-c2ccccn2)cc1	0.68	1.15	x
Cc1cccc(C)c1OCCSc1n[nH]c(N)n1	0.82	0.09	x
Cc1ccccc1NC(=S)NCCc1ccccn1	1.75	0.4	-50.0
CC1CCN(C(=O)COc2cccc3c2CCN(Cc2ccccc2)C3=O)CC1	x	x	-7.7
CC1(C(=O)Nc2nnc(C(C)(C)C)s2)Cc2ccccc2C(=O)O1 (configuration not stated)	-0.9	-0.92	-65.7
CCOC(=O)Cc1csc(NC(=O)CS(=O)(=O)Cc2ccccc2)n1	0.23	-0.84	7.7
N#Cc1c(-c2ccco2)nc(SCC(=O)Nc2ccc(S(N)(=O)=O)cc2)[nH]c1=O	0.37	-0.62	-2.9
Cc1nn(C)c(C(=O)NNC(=S)NC2CCCCC2)c1Cl	0.27	-0.66	x
Cc1oc2cc(O)cc(C)c2c(=O)c1-c1cnn(-c2ccccc2)c1	-1.31	-1.81	-58.6
COc1ccc(-n2c(SCC(=O)N3CCCCC3C)nnc2-c2cccnc2)cc1 (configuration not stated)	1.73	1	-17.9
Cc1sc2ncnc(SCC(=O)N3CCN(C(=O)c4ccco4)CC3)c2c1C	-0.51	-0.59	x
Cc1cccc(NC(=O)c2c(O)c3cccc4c3n(c2=O)CCC4)n1	0.22	0.44	45.5
O=C(COc1ccc(N2CC(C(=O)O)CC2=O)cc1)Nc1cccc(C(F)(F)F)c1 (configuration not stated)	0.06	-0.49	-311.8
CCOc1ccc(S(=O)(=O)NCc2ccc(C)cc2)c2cccnc12	-0.03	0.03	21.4
Cc1cc(NC(=O)CN2C(=O)NC(C)(c3ccc(OC(F)F)cc3)C2=O)no1 (configuration not stated)	0.74	0.74	-5.7
Cn1nc(-c2ccc(OCC(=O)Nc3ccccc3)cc2)c2ccccc2c1=O	-0.59	-0.23	-15.6
Cc1ccc2sc(NNC(=O)c3ccc4c(c3)OCCO4)nc2c1C	-1.67	-0.51	21.9
Cc1sc(NC(=S)NC(=O)c2cccs2)nc1-c1ccc(C(C)C)cc1	0.77	0.69	x
CCOc1ccc(NC(=O)CS(=O)(=O)c2cn(CC)c3ccccc23)cc1	-0.01	0.11	x
O=C(C1CC1)N1CCc2cc(S(=O)(=O)N3CCCc4ccccc43)ccc21	-0.4	0.85	-25.0
O[C@@H]1C2CCCC1[C@]1(O)CCCCC1C2 (some centres not stated)	2.06	2.76	x
CNC(=O)c1[nH]cnc1C(=O)Nc1ccc(C)cc1	0.5	0.22	53.9
Cc1ccc2c(c1)c1nc3ccccc3nc1n2CCN1CCOCC1	-1.33	-1.64	-6.5
Cc1cc(C)c([N+](=O)[O-])cc1-c1ccc(/C=N/c2c(-c3ccco3)nc3ccccn23)o1	-1	0.03	-13.8
Cc1ccc(CS(=O)(=O)Cc2ccc(C(=O)NCCCN3CCOCC3)o2)cc1	0.36	-0.9	-38.5
COCc1cc(Sc2ccc(Cl)cc2Cl)nc(-c2ccccc2)n1	-0.68	-1.1	3.5
COc1ccc(N2CCN(C(=O)c3cccc(N4C(=O)C5CC=CC(C)C5C4=O)c3)CC2)cc1 (configuration not stated)	-0.07[6.2 µM]	0.02	x
CCn1c(SCC(=O)Nc2ccc3c(c2)c2ccccc2n3CC)nnc1-c1ccco1	-1.17	-0.88	16.7
O=C(CSc1nc2ccc(Cl)cc2o1)NCc1ccc2c(c1)OCO2	-1.27	-1.15	3.3
CC(C)(C)NC(=O)C(c1c[nH]c2ccccc12)N(C(=O)Cn1nnc(-c2ccc(F)cc2)n1)c1cccc(O)c1 (configuration not stated)	-0.73	-0.6	x
CCCN1C2CCCC1CC(NC(=O)Nc1ccc(C(C)C)cc1)C2 (configuration not stated)	1.29	1.99	20.7
COc1ccc(-c2cccc(C(=O)Nc3ccccc3C)c2)cc1	-0.14	0.12	x
O=C(NC1CCCc2ccccc21)c1ccc(CNc2c(N3CCOCC3)c(=O)c2=O)cc1 (configuration not stated)	1.03	1.2	x
N#Cc1ccccc1CSc1nc(O)cc(=O)[nH]1	1.12	2	50.0

Arranged by the number under SDO1 yeast rescue (lowest first): four of the compounds above
SMILES	SDO1 yeast rescue	SDO1 yeast rescue Rescue 24 h	Insulin prom inh
CCC(=O)N1CCN(c2ccc(NC(=S)NC(=O)c3cccc([N+](=O)[O-])c3)cc2)CC1	-0.33	-0.4	x
CCOc1ccc(NC(=O)CS(=O)(=O)c2cn(CC)c3ccccc23)cc1	-0.01	0.11	x
O=C(c1cc(S(=O)(=O)N2CCOCC2)c(Cl)cc1Cl)N1CCCCC1	0.33	-1.53	x
O[C@@H]1C2CCCC1[C@]1(O)CCCCC1C2 (some centres not stated)	2.06	2.76	x

Another view of some results above:
| SDO1 yeast rescue | SDO1 yeast rescue Rescue 24 h | Insulin prom inh | mol |
| --- | --- | --- | --- |
| -1.27 | -1.15 | 3.3 | O=C(CSc1nc2ccc(Cl)cc2o1)NCc1ccc2c(c1)OCO2 |
| -0.73 | -0.6 | x | CC(C)(C)NC(=O)C(c1c[nH]c2ccccc12)N(C(=O)Cn1nnc(-c2ccc(F)cc2)n1)c1cccc(O)c1 (configuration not stated) |
| 1.29 | 1.99 | 20.7 | CCCN1C2CCCC1CC(NC(=O)Nc1ccc(C(C)C)cc1)C2 (configuration not stated) |
| -0.14 | 0.12 | x | COc1ccc(-c2cccc(C(=O)Nc3ccccc3C)c2)cc1 |
| 1.03 | 1.2 | x | O=C(NC1CCCc2ccccc21)c1ccc(CNc2c(N3CCOCC3)c(=O)c2=O)cc1 (configuration not stated) |

Bioassay records: PubChem, several laboratories

No enrichment for hits; overall some 0.92% were active at least once.
